GDH-TPI counter: inhibits GDH-TPI coupling enzymes, artifact for Mtb FBA screen; actives 1.2% (n = 360,000); GDH-TPI coupled enzyme counterscreen, NADH absorbance; inhibition, % at 4.8 µM; in the data active = inhibition above about 30%;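 also: 0% = DMSO wells and 100% = wells lacking the enzyme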
BioA inh: BioA (M. tuberculosis) enzyme inhibition; inhibition, % at 9.99 µM; actives 0.096% (n = 360,000); purified M. tuberculosis BioA enzyme, plate reader; in the data active = inhibition above about 40%
Vc quorum ag: inducers of Vibrio cholerae quorum light production without autoinducers; V. cholerae BH1578 lux reporter, luminescence, 6 h; activation, % at 18.7 µM; actives 0.16% (n = 350,000); AID 588436; in the data active = activation mostly above about 9.7%, no sharp cut-off; also: not every result past the cut was called active; inactives centre near 0; reference of the scale not given here
VHR inh abs: DUSP3 (human) phosphatase inhibition; inhibition, % at 13.3 µM; actives 0.52% (n = 290,000); recombinant VHR phosphatase, pNPP absorbance; P51452; in the data active = inhibition above about 50%; also: some compounds called inactive have numbers as strong as hits
Target sequence (P51452 whole entry, looked up): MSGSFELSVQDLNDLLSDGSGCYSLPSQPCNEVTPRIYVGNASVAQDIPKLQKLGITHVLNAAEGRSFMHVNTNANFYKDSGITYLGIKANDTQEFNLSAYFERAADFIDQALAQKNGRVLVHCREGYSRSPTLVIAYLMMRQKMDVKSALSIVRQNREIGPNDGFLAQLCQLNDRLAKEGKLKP
SARS 3CLpro inh: SARS-CoV 3CLpro protease inhibition | P0C6X7 | recombinant SARS-CoV 3CLpro, quenched FRET peptide cleavage | inhibition, % at 6 µM | actives 0.14% (n = 290,000); in the data active = inhibition above about 12%
UGM FP inh: inhibitors of M. tuberculosis UDP-galactopyranose mutase | inhibition, % at 10 µM | AID 504406 | actives 0.06% (n = 320,000) | purified UGM, fluorescence polarization probe displacement | P9WIQ1; in the data active = inhibition above about 10%, passing the limit was not always enough
MazF activator: activators of E. coli MazEF toxin-antitoxin RNase. P0AE70. FAM/BHQ RNA-DNA oligo cleavage fluorescence, 5 h. activation, % at 20 µM. actives 0.32% (n = 350,000). AID 504720; in the data active = activation above about 50%
Target sequence (P0AE70 whole entry, looked up): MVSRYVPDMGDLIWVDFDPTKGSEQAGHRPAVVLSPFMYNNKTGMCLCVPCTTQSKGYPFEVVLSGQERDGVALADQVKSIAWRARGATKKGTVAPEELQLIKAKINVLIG
SSB-PriA inh: inhibitors of Klebsiella pneumoniae PriA binding to SSB C-terminal tail | actives 0.6% (n = 430,000) | inhibition, % at 33 µM | AlphaScreen SSBct-PriA binding, biotinylated peptide; in the data active = inhibition mostly above about 37%, no sharp cut-off; inactive = mostly below about 20%;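 also: plate controls were negative control peptide for no effect and reference peptide for full effect; strong numbers were not always called active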
Mtb FBA inh: Mtb fructose-bisphosphate aldolase inhibition. purified M. tuberculosis FBA, fluorescence read-out. inhibition, % at 1 µM. actives 2.3% (n = 360,000). AID 588726; in the data active = inhibition above about 27%;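 also: 0% = vehicle and 100% = reference inhibitor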
Target sequence (P9WQA3 whole entry, looked up): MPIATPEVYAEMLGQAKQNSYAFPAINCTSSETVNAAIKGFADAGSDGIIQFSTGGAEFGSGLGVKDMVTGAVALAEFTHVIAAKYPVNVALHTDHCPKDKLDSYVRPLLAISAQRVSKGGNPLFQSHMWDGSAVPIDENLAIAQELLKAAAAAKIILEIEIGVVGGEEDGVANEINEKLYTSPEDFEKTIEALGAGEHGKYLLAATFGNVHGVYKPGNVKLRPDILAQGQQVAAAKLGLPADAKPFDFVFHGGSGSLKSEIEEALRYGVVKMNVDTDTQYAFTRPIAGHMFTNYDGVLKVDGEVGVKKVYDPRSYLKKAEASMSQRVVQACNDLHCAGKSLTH
Rv3671c protease: inhibits the M. tuberculosis serine protease Rv3671c | P9WHR9 | inhibition, % at 5.96 µM | actives 0.048% (n = 320,000); in the data active = inhibition above about 38%;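 also: extracellular domain of Rv3671c used as enzyme; 0% = enzyme with DMSO and 100% = no enzyme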
Target sequence (P9WHR9 whole entry, looked up, the tested form may be a part): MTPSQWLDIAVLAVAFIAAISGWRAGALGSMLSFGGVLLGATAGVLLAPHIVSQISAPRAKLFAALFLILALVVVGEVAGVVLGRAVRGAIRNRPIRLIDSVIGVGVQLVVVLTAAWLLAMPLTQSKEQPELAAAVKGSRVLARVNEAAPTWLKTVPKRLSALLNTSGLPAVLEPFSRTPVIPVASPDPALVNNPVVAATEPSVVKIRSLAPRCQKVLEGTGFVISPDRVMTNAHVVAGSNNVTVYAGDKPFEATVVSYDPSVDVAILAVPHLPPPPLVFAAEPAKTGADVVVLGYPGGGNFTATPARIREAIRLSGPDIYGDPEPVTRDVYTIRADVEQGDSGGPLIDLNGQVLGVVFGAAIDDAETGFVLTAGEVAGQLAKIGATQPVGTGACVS
* = called active by the depositor. Some of the compounds tested; count on the stated rates, not on these rows.

Results for COc1ccc2[nH]c(C)c(C(=O)CN3CC(C)OC(C)C3)c2c1 (configuration not stated) ?
GDH-TPI counter: 5; BioA inh: -0.2; Vc quorum ag: inactive; VHR inh abs: -1; SARS 3CLpro inh: -6; UGM FP inh: -1.8; MazF activator: 6; SSB-PriA inh: -7; Mtb FBA inh: -1; Rv3671c protease: -4

How did COc1ccc(NC(=O)COc2ccc(C)nc2[N+](=O)[O-])cc1S(N)(=O)=O do in these assays?
GDH-TPI counter: 8; BioA inh: 0.9; Vc quorum ag: inactive; UGM FP inh: -2.6; MazF activator: -18; SSB-PriA inh: 13; Mtb FBA inh: 6; Rv3671c protease: 4

How did CC(C)Oc1ccc(C(=O)Nc2c3c(nn2-c2ccccc2)CS(=O)(=O)C3)cc1 do in these assays?
GDH-TPI counter: -10; BioA inh: -0.5; Vc quorum ag: inactive; VHR inh abs: 0; SARS 3CLpro inh: -2; UGM FP inh: -1.0; MazF activator: 4; SSB-PriA inh: 2; Mtb FBA inh: 2; Rv3671c protease: -2

Results for CCCN1CCN(CCCNC(=S)Nc2ccc(OC)cc2)CC1 ?
GDH-TPI counter: 0; BioA inh: -2.1; Vc quorum ag: -0.7; VHR inh abs: -2; SARS 3CLpro inh: 2; UGM FP inh: 1.4; MazF activator: 0; SSB-PriA inh: -7; Mtb FBA inh: -1; Rv3671c protease: -3

How did O=Cc1c(Cl)nc2ccccn12 do in these assays?
GDH-TPI counter: 7; Vc quorum ag: -0.2; VHR inh abs: 21; SARS 3CLpro inh: 0; UGM FP inh: 0.0; MazF activator: 7; SSB-PriA inh: -5; Mtb FBA inh: -6; Rv3671c protease: -10

Results for CN(C)CCCNS(=O)(=O)c1ccc(-n2nnc3ccccc32)c([N+](=O)[O-])c1 ?
GDH-TPI counter: -2; BioA inh: -0.8; Vc quorum ag: -0.5; VHR inh abs: 58*; SARS 3CLpro inh: 3; UGM FP inh: 0.5; MazF activator: 2; SSB-PriA inh: -10; Mtb FBA inh: 1; Rv3671c protease: -8

What do the screens show for `O=C(CN1CCOCC1)NN=Cc1ccc([N+](=O)[O-])o1`?
GDH-TPI counter: 29; BioA inh: 0.0; Vc quorum ag: inactive; Mtb FBA inh: -2

Results for O=C(O)c1cc(N/N=C/c2cccc3ccccc23)ccc1Cl ?
GDH-TPI counter: 1; BioA inh: 0.5; Vc quorum ag: inactive; VHR inh abs: -23; SARS 3CLpro inh: 9; UGM FP inh: -1.2; MazF activator: -6; Mtb FBA inh: 0; Rv3671c protease: 14

How did COc1ccc(N2CCN(C(CNC(=O)C(=O)NCC(OC)OC)c3ccco3)CC2)cc1 (configuration not stated) do in these assays?
GDH-TPI counter: -3; BioA inh: 0.7; Vc quorum ag: inactive; VHR inh abs: 30; SARS 3CLpro inh: 2; UGM FP inh: 1.5; MazF activator: 12; SSB-PriA inh: 2; Mtb FBA inh: -2; Rv3671c protease: -2

What do the screens show for `COc1ccc(C(=O)NCC(=O)N/N=C/c2cccnc2)cc1OC`?
GDH-TPI counter: 7; BioA inh: 5.7; Vc quorum ag: -0.2; VHR inh abs: -6; SARS 3CLpro inh: 3; UGM FP inh: -0.7; MazF activator: -4; Mtb FBA inh: 0; Rv3671c protease: 0

Results for CCCCCCN=C1CC(C)(C)CC(=O)/C1=C(/O)CCC ?
GDH-TPI counter: 6; Vc quorum ag: -0.3; VHR inh abs: -4; SARS 3CLpro inh: 2; UGM FP inh: -1.2; MazF activator: -10; Mtb FBA inh: -1; Rv3671c protease: -1

How did Cn1nc(C(F)(F)F)c(CNC(=O)C(C)(C)CCl)c1N1CCOCC1 do in these assays?
GDH-TPI counter: -2; BioA inh: -0.3; Vc quorum ag: inactive; VHR inh abs: 18; SARS 3CLpro inh: 3; UGM FP inh: 1.6; MazF activator: 3; SSB-PriA inh: 1; Mtb FBA inh: 3; Rv3671c protease: 2

How did CCCCOC(C)n1cc(F)c(=O)[nH]c1=O (configuration not stated) do in these assays?
GDH-TPI counter: -5; Vc quorum ag: inactive; VHR inh abs: 5; SARS 3CLpro inh: -4; UGM FP inh: -0.8; MazF activator: 6; SSB-PriA inh: 2; Mtb FBA inh: -1; Rv3671c protease: -11

What do the screens show for `CC(=O)Nc1c(O)c2cccc3c2n(c1=O)CCC3`?
GDH-TPI counter: -4; Vc quorum ag: -0.2; UGM FP inh: 5.5; MazF activator: 3; SSB-PriA inh: -13; Mtb FBA inh: 6; Rv3671c protease: -4

What do the screens show for `CCCc1cc(=O)[nH]c(SCC(=O)N2CCN(S(=O)(=O)c3ccccc3)CC2)n1`?
GDH-TPI counter: 5; Vc quorum ag: inactive; VHR inh abs: -13; SARS 3CLpro inh: 3; UGM FP inh: 3.6; MazF activator: 5; SSB-PriA inh: -6; Mtb FBA inh: -2; Rv3671c protease: -8

Results for O=C(CCS(=O)(=O)c1ccc(F)cc1)N1CCOCC1 ?
GDH-TPI counter: -9; BioA inh: 3.2; Vc quorum ag: -0.3; VHR inh abs: 7; SARS 3CLpro inh: 2; UGM FP inh: -1.8; MazF activator: 3; SSB-PriA inh: 6; Mtb FBA inh: 0; Rv3671c protease: 1

How did CC(C)NC(=O)C1(C)CCN1C/C=C/c1ccccc1 (configuration not stated) do in these assays?
GDH-TPI counter: 2; BioA inh: 0.5; Vc quorum ag: 0.3; Mtb FBA inh: -2

What do the screens show for `Cc1ccccc1OCC(=O)Nc1ccc2c(c1)n(C)c(=O)n2C`?
GDH-TPI counter: -1; BioA inh: 1.2; Vc quorum ag: inactive; VHR inh abs: 18; SARS 3CLpro inh: -6; UGM FP inh: 0.3; MazF activator: 13; SSB-PriA inh: -15; Mtb FBA inh: 0; Rv3671c protease: 8

How did OC(COCc1cccs1)CN1CCN(c2ccccn2)CC1 (configuration not stated) do in these assays?
GDH-TPI counter: 6; BioA inh: 1.3; Vc quorum ag: -0.3; VHR inh abs: 39; SARS 3CLpro inh: 2; UGM FP inh: 0.4; MazF activator: 11; SSB-PriA inh: -4; Mtb FBA inh: 0; Rv3671c protease: -2

What do the screens show for `Cc1cc(C)cc(NC(=O)CSc2nnc(C3CC3)n2CC2CCCO2)c1` (configuration not stated)?
GDH-TPI counter: 4; BioA inh: -1.0; Vc quorum ag: -0.1; VHR inh abs: 27; SARS 3CLpro inh: -5; UGM FP inh: -0.6; MazF activator: 4; SSB-PriA inh: -5; Mtb FBA inh: 0; Rv3671c protease: -3

How did O=C(Nc1ccccn1)c1sc2cc([N+](=O)[O-])ccc2c1Cl do in these assays?
GDH-TPI counter: 16; BioA inh: -1.0; Vc quorum ag: inactive; VHR inh abs: 1; SARS 3CLpro inh: 0; UGM FP inh: -1.0; MazF activator: 19; SSB-PriA inh: -6; Mtb FBA inh: -1; Rv3671c protease: 9

What do the screens show for `COC(=O)c1ccc(NC(=S)N2CCN(Cc3ccccc3OC)CC2)cc1`?
GDH-TPI counter: -7; Vc quorum ag: -0.5; VHR inh abs: 30; SARS 3CLpro inh: 3; UGM FP inh: -4.0; MazF activator: -8; SSB-PriA inh: 11; Mtb FBA inh: -3; Rv3671c protease: 3

What do the screens show for `CCCCC(=O)OCC(=O)Nc1ccc(SC(F)F)cc1`?
GDH-TPI counter: 0; BioA inh: 1.7; Vc quorum ag: -0.6; VHR inh abs: 21; SARS 3CLpro inh: 5; UGM FP inh: -0.8; MazF activator: 0; SSB-PriA inh: -21; Mtb FBA inh: -1; Rv3671c protease: 0

What do the screens show for `O=C(CSc1nc2nn(-c3ccccc3)c(=O)c-2c2n1CCCCC2)c1ccc(OC(F)F)cc1`?
GDH-TPI counter: -3; BioA inh: -1.0; Vc quorum ag: -0.2; UGM FP inh: 1.0; MazF activator: -3; SSB-PriA inh: 0; Mtb FBA inh: -3; Rv3671c protease: -7

How did COCCn1c(=NC(=O)c2ccc(S(=O)(=O)N3CCc4ccccc4C3)cc2)sc2cc(OC)ccc21 do in these assays?
GDH-TPI counter: 0; BioA inh: 0.5; Vc quorum ag: -0.8; VHR inh abs: 1; SARS 3CLpro inh: -4; UGM FP inh: 0.1; MazF activator: -14; SSB-PriA inh: -14; Mtb FBA inh: 0; Rv3671c protease: -2

How did COc1ccc(N(C)S(=O)(=O)c2cccc(C(=O)Nc3ccc(N4CCOCC4)cc3)c2)cc1 do in these assays?
GDH-TPI counter: 12; BioA inh: -9.3; Vc quorum ag: 0.0; UGM FP inh: -2.9; MazF activator: 3; SSB-PriA inh: 19; Mtb FBA inh: 0; Rv3671c protease: 2

What do the screens show for `COc1ccc(C(=O)Nn2c(SCC(=O)c3ccccc3)nc3ccccc3c2=O)cc1`?
GDH-TPI counter: -3; Vc quorum ag: -0.7; VHR inh abs: -8; SARS 3CLpro inh: -4; UGM FP inh: 2.4; MazF activator: -4; SSB-PriA inh: -12; Mtb FBA inh: 1; Rv3671c protease: -5

What do the screens show for `Cc1cc(Nc2ccc(Br)c(C)c2)n2nc(C)nc2n1`?
GDH-TPI counter: 15; BioA inh: 3.4; Vc quorum ag: -0.6; VHR inh abs: 8; SARS 3CLpro inh: 0; UGM FP inh: -2.5; MazF activator: -6; SSB-PriA inh: 5; Mtb FBA inh: 5; Rv3671c protease: 4

What do the screens show for `COCCn1c(SCC(N)=O)nc2c(c1=O)SC(C)C2` (configuration not stated)?
GDH-TPI counter: -9; BioA inh: 4.1; Vc quorum ag: -0.2; VHR inh abs: 9; SARS 3CLpro inh: -4; UGM FP inh: 0.9; MazF activator: 5; SSB-PriA inh: -11; Mtb FBA inh: -3; Rv3671c protease: -9

How did Cc1ccc(Oc2cc(NN3CCCCC3)c([N+](=O)[O-])cc2[N+](=O)[O-])c(Cl)c1 do in these assays?
GDH-TPI counter: 9; BioA inh: -1.7; Vc quorum ag: -0.3; VHR inh abs: 32; SARS 3CLpro inh: 5; UGM FP inh: 1.7; MazF activator: -2; SSB-PriA inh: -18; Mtb FBA inh: 0; Rv3671c protease: -1

What do the screens show for `O=C1CC(C(=O)Nc2ccc(Br)cc2)S/C(=N\N=C\c2ccco2)N1` (configuration not stated)?
GDH-TPI counter: 52*; Vc quorum ag: -0.6; VHR inh abs: 16; SARS 3CLpro inh: 2; UGM FP inh: -4.2; MazF activator: -12; Mtb FBA inh: 0; Rv3671c protease: -21

What do the screens show for `CC(=O)Nc1ccc(OCC(O)CN2CCN(c3cc(Cl)ccc3C)CC2)cc1` (configuration not stated)?
GDH-TPI counter: 6; BioA inh: -1.2; Vc quorum ag: -0.3; VHR inh abs: 40; SARS 3CLpro inh: -3; UGM FP inh: -1.5; MazF activator: 2; SSB-PriA inh: -6; Mtb FBA inh: 0; Rv3671c protease: 3

How did COc1cccc(C2CC(c3ccccc3Cl)Nc3nc(N)nn32)c1 (configuration not stated) do in these assays?
GDH-TPI counter: 0; Vc quorum ag: -0.3; VHR inh abs: 9; SARS 3CLpro inh: 2; UGM FP inh: -1.2; MazF activator: 5; SSB-PriA inh: 5; Mtb FBA inh: 0; Rv3671c protease: 3

How did Cc1[nH]c2ccccc2c1C(=O)COC(=O)Cn1cnc2ccccc21 do in these assays?
GDH-TPI counter: 7; Vc quorum ag: inactive; VHR inh abs: 5; SARS 3CLpro inh: -1; UGM FP inh: -1.1; MazF activator: -3; SSB-PriA inh: 11; Mtb FBA inh: -2; Rv3671c protease: -3

Ordered by number of heavy atoms (low to high): some entries from above.
What do the screens show for `Cc1cc(Nc2ccc(Br)c(C)c2)n2nc(C)nc2n1`?
GDH-TPI counter: 15; BioA inh: 3.4; Vc quorum ag: -0.6; VHR inh abs: 8; SARS 3CLpro inh: 0; UGM FP inh: -2.5; MazF activator: -6; SSB-PriA inh: 5; Mtb FBA inh: 5; Rv3671c protease: 4

How did O=C(Nc1ccccn1)c1sc2cc([N+](=O)[O-])ccc2c1Cl do in these assays?
GDH-TPI counter: 16; BioA inh: -1.0; Vc quorum ag: inactive; VHR inh abs: 1; SARS 3CLpro inh: 0; UGM FP inh: -1.0; MazF activator: 19; SSB-PriA inh: -6; Mtb FBA inh: -1; Rv3671c protease: 9

What do the screens show for `O=C(CSc1nc2nn(-c3ccccc3)c(=O)c-2c2n1CCCCC2)c1ccc(OC(F)F)cc1`?
GDH-TPI counter: -3; BioA inh: -1.0; Vc quorum ag: -0.2; UGM FP inh: 1.0; MazF activator: -3; SSB-PriA inh: 0; Mtb FBA inh: -3; Rv3671c protease: -7

Screens (PubChem)
